# MrgX1 ag – activates human MrgX1 receptor signaling; 310,000 compounds, 0.44% hits; B-score at 10 µM; AID 588627; Q96LB2; MrgX1-HEK293 cells, Fluo-4 calcium fluorescence, agonist mode; active compounds read high;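 active = calcium response B-score plate-corrected fluorescence ratio at least 3 library SD, with starting fluorescence B-score inside 5 SD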
# Target sequence (Q96LB2 whole entry, looked up): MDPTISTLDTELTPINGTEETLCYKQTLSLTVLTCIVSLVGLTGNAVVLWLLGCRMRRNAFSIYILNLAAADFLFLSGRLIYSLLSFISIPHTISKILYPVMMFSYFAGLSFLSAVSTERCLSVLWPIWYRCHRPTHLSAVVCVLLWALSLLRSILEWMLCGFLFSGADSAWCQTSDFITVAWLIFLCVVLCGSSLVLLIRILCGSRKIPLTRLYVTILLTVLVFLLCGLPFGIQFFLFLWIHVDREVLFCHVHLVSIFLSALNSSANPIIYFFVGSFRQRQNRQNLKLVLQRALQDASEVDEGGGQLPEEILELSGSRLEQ
#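 Assay system: MrgX1-expressing HEK293 cells / Amount: fifteen thousand cells per well / Doses: test compound in the initial addition of three / Timing: cells plated overnight, dye loaded 0.5 h 37 °C, 0.5 h room temperature / Technique: kinetic calcium dye fluorescence, Fluo-4 NW / Control set: positive and negative controls per plate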
# KCNK3 block – human KCNK3 channel inhibition, primary screen | O14649 | CHO-KCNK3 thallium flux, FluxOR fluorescence; active compounds read low | B-score at 10 µM | 340,000 compounds, 0.84% hits;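 active = B-score under library mean minus 4 SD, starting fluorescence ratio at most library mean plus 5 SD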;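 note: more negative B-score means stronger inhibition of thallium flux through KCNK3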
# hERG rescue – hERG (human) protection from proarrhythmic block | activation (rescue from dofetilide block), less the hit threshold, % at 10 µM | CHO-hERG, FluxOR thallium flux, dofetilide IC70 present | 310,000 compounds, 0.51% hits;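 active = activation above the mean of controls blocked by dofetilide plus 5 SD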;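 note: thallium influx through hERG after potassium depolarization seen as dye fluorescence rise; in these data hits start at about 4.7%; inactives centre near -7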
# TMEM16A inh – inhibitors of mouse TMEM16A calcium-activated chloride channel | 310,000 compounds, 1.2% hits | normalized B-score (activity score, 25-100; higher = stronger inhibition) at 10 µM | HEK293 TMEM16A/YFP iodide influx fluorescence, ionomycin;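 active = ratio plate-corrected score three or more library SD toward inhibition, starting fluorescence score within five deviations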;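 note: score derived from kinetic fluorescence span divided by baseline fluorescence per well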
# RGS4 act – RGS4 potentiation or activation | B-score at 10 µM | 310,000 compounds, 0.92% hits | HEK293 M3R/inducible RGS4, carbachol calcium flux Fluo4; active compounds read low;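 active = B-score of the integrated calcium signal more than 4 SD below the library mean, with starting fluorescence not abnormally high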;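 note: negative B-score means reduced calcium response which marks RGS4 activation or potentiation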
#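 Assay system: Inducible-RGS4 HEK293 cells carrying M3 receptor | Schedule: Compound preincubation 20 min at room temperature before agonist | Signal: Kinetic calcium fluorescence imaging with Fluo4-AM dye, 2 µM | Read-out basis: B score from integrated fluorescence ratio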
# RGS4 inh – human RGS4 inhibition; P49798; HEK293 M3R/RGS4 inducible, Fluo-4 calcium flux; active compounds read high; triggered by carbachol at its EC20; B-score at 10 µM; 310,000 compounds, 0.45% hits; AID 463165;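 active = B-score, a plate-corrected calcium signal, over three deviations above library mean, with baseline fluorescence within five deviations of library mean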;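 note: RGS4 expression induced by doxycycline in cells with stable M3 receptor; B-score is computed from the integrated fluorescence ratio over baseline after carbachol; higher B-score means a larger calcium signal and so more RGS4 inhibition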
# Target sequence (P49798 whole entry, looked up): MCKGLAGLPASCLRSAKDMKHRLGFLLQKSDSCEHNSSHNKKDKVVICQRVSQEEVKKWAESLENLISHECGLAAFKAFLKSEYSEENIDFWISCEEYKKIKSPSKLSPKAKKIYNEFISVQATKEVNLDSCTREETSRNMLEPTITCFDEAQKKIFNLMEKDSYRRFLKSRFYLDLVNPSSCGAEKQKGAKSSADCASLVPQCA
# ANO1 activ – activators or potentiators of mouse TMEM16A chloride channel | Q8BHY3 | HEK293 TMEM16A/YFP-H148Q/I152L, iodide quench fluorescence; active compounds read low | B-score at 10 µM | 340,000 compounds, 0.3% hits;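 active = fluorescence-ratio B-score plate-corrected deviation score at least 3 library SD below zero, with starting fluorescence score within 5 deviations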;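 note: channel opened by trigger with iodide after compound preincubation; score built on the fluorescence ratio of max minus min over baseline; more negative score means more quench and so TMEM16A activation or potentiation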
# KCNQ1 act – human KCNQ1 channel potentiation or activation; P51787; 310,000 compounds, 0.35% hits; B-score at 10 µM; CHO-K1 KCNQ1, thallium flux FluxOR fluorescence; active compounds read high; AID 2648;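 active = fluorescence ratio B-score, a plate-corrected score, at least three library SD, with initial intensity B-score within 5 SD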
#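 System: Stable KCNQ1 CHO-K1 line | Incubation: 90 min dye loading and 20 min compound exposure, both at room temperature | Measure: Ratio B score | Medium: Assay buffer for compound exposure, DMSO matched across wells | Compound dosing: Single-concentration screen | Probe or stimulus: K+/Tl+ depolarizing stimulus | Measured by: Kinetic FluxOR fluorescence, 10 s baseline plus 110 s post-stimulus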
# MrgX1 PAM – human MrgX1 positive allosteric modulation, primary screen. MrgX1-HEK293, Fluo-4 calcium flux, FDSS; active compounds read high. AID 588675. Q96LB2. 310,000 compounds, 0.63% hits. B-score at 10 µM;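 active = plate-corrected calcium response at least 3 library SD above typical, normal starting fluorescence, not activating the receptor alone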;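 note: compound read alongside a low EC10 to EC30 dose of BAM8-22 agonist; peak minus trough fluorescence over baseline measured at the second addition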
# KCNQ1 block – human KCNQ1 channel inhibition; P51787; CHO-K1 KCNQ1, FluxOR thallium flux fluorescence; active compounds read high; B-score at 10 µM; 310,000 compounds, 1.3% hits; AID 2642;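 active = compounds whose thallium flux B-score, printed positive for inhibition, exceeds three library SD while starting fluorescence stays within three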;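 note: channel opened by potassium depolarization with thallium stimulus after 20 min compound exposure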
# KCNK9 block – blocks the human KCNK9 two-pore domain potassium channel | Q9NPC2 | HEK293 KCNK9, FluxOR thallium flux fluorescence; active compounds read low | B-score at 10 µM | 310,000 compounds, 1.2% hits | AID 488922;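 active = ratio B-score over 3 SD below the library mean, with starting fluorescence within 5 SD of its mean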;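 note: negative B-score means less thallium flux so channel inhibition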
# Target sequence (Q9NPC2 whole entry, looked up, the tested form may be a part): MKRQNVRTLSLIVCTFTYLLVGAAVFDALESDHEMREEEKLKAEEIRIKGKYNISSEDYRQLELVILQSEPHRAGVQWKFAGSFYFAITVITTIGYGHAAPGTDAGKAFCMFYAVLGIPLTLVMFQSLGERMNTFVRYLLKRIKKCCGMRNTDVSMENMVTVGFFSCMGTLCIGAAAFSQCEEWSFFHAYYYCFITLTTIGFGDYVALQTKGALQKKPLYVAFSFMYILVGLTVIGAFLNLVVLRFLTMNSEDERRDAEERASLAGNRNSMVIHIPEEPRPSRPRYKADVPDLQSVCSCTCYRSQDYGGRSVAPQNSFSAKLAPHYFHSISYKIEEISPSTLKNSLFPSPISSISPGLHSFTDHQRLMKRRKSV
# Active calls of the source: *; i = inactive; . = not tested or not shown. No enrichment for hits (roughly 6.3% active in at least one column).
SMILES,MrgX1 ag,KCNK3 block,hERG rescue,TMEM16A inh,RGS4 act,RGS4 inh,ANO1 activ,KCNQ1 act,MrgX1 PAM,KCNQ1 block,KCNK9 block
CCCC(C)NC(=O)c1cc(Cl)ccc1OC (stereo not drawn),i,i,-5,i,i,i,i,i,i,i,i
C/C(=N\Nc1nc2ccccc2s1)c1ccc(Br)s1,i,i,2,i,i,i,i,10*,i,i,i
COc1ccc(N2CCN(C3CC(=O)NC3=O)CC2)cc1 (stereo not drawn),i,i,-10,i,i,i,i,i,i,i,i
CC1=CC(C)(C)Nc2ccc(OC(=O)C(C)N3C(=O)c4ccccc4C3=O)cc21 (stereo not drawn),i,i,-7,i,i,i,i,i,i,i,i
COC(=O)c1cc(NC(=O)c2cccnc2)ccc1N1CCOCC1,i,i,-5,i,i,i,i,i,i,i,i
O=C(OCC(=O)C12CC3CC(CC(C3)C1)C2)c1ccccn1,i,i,-4,i,i,i,i,i,i,i,i
O=C(NCC1CCCO1)c1cc2ccccc2oc1=O (stereo not drawn),i,i,0,i,i,i,i,i,i,i,i
O=S(=O)(c1ccccc1F)N1CCN(CC(O)c2ccccc2)CC1 (stereo not drawn),i,i,-12,i,i,i,i,i,i,i,i
O=S(=O)(Nc1cccnc1Cl)c1ccc(F)cc1,i,i,-6,i,i,i,i,i,i,i,i
Cc1cccc(NC(=S)NCC(c2cccnc2)N(C)C)c1 (stereo not drawn),i,i,-7,i,i,i,i,i,i,i,i
O=Cc1cc2cc3c(cc2nc1Cl)OCCO3,i,.,-3,i,i,i,.,i,i,i,i
O=C(O)C1CN(c2nc(Cl)ccc2[N+](=O)[O-])C1,i,i,-5,i,i,i,i,i,i,i,i
CCCCC(=O)Nc1ccc(C(=O)NNC(=S)NC(=O)c2ccco2)cc1,i,i,-2,i,i,i,i,i,i,i,i
O=C(CC(C(=O)O)C1CCCO1)NCc1ccccc1 (stereo not drawn),i,i,-5,i,i,i,i,i,i,i,i
COc1ccc(-n2nc(C(=O)NCC(=O)Nc3cc(OC)ccc3OC)c3ccccc3c2=O)cc1,i,-11*,-4,i,i,i,i,i,i,i,-14*
CCOC(=O)Cc1nnc(NC(=O)CSc2ccccc2)s1,i,i,-2,i,i,i,i,i,i,i,i
O=C(NCCc1ccccn1)C1CCCN(S(=O)(=O)Cc2ccccc2)C1 (stereo not drawn),i,i,-6,i,i,i,i,i,i,i,i
Cc1cc(C)n(-c2cc(C)c(C)cc2Br)n1,i,i,-9,i,i,i,i,i,i,i,i
Cc1ccc(C)c(-n2cc(CNCCCn3cccn3)c(-c3ccccc3)n2)c1,i,i,-14,i,i,i,i,i,i,i,i
CC(c1ccc(F)cc1)n1c(Cn2ncc3ccccc3c2=O)n[nH]c1=S (stereo not drawn),i,i,-10,i,i,i,i,i,i,i,i

# Part of the list above in order of length of the SMILES, smallest number first.
SMILES,MrgX1 ag,KCNK3 block,hERG rescue,TMEM16A inh,RGS4 act,RGS4 inh,ANO1 activ,KCNQ1 act,MrgX1 PAM,KCNQ1 block,KCNK9 block
Cc1cc(C)n(-c2cc(C)c(C)cc2Br)n1,i,i,-9,i,i,i,i,i,i,i,i
O=C(CC(C(=O)O)C1CCCO1)NCc1ccccc1 (stereo not drawn),i,i,-5,i,i,i,i,i,i,i,i
CCCCC(=O)Nc1ccc(C(=O)NNC(=S)NC(=O)c2ccco2)cc1,i,i,-2,i,i,i,i,i,i,i,i

# Following part:
SMILES,MrgX1 ag,KCNK3 block,hERG rescue,TMEM16A inh,RGS4 act,RGS4 inh,ANO1 activ,KCNQ1 act,MrgX1 PAM,KCNQ1 block,KCNK9 block
c1ccc(-c2nnc(CN3CCN(C(c4ccccc4)c4ccccc4)CC3)o2)cc1,i,i,-12,i,i,i,i,i,i,i,i
Cc1sc(NC(=O)c2ccccc2F)c(CN2CCCCC2)c1C,i,i,-11,i,i,i,i,i,9.4*,i,i
C=CCn1c(NCc2ccco2)nc2ccccc21,i,i,0,i,i,i,i,i,i,i,i
COc1ccccc1CC1CC(=O)N(c2ccccc2)C1=O (stereo not drawn),i,i,0,i,i,i,i,i,i,i,i
O=C(CSc1nnc(CNC(=O)c2cccs2)o1)Nc1ccc(Br)cc1,i,i,-5,i,i,i,i,i,i,i,i
Cc1nn(C)c(C)c1/C=C/C(=O)c1cccs1,i,i,-8,i,i,i,i,i,i,i,i
Cc1c(C)c2ccc(OC(C)C(=O)N3CC[C@@]4(O)CCCC[C@H]4C3)cc2oc1=O (stereo partly drawn),i,i,-7,i,i,i,i,i,i,i,i
CCOc1ccccc1NC(=O)CNC(=O)N1CC(=O)Nc2ccccc21,i,i,-7,i,i,i,i,i,i,i,i
COc1ccc(OC)c(-c2csc(NC(=O)Cc3ccc(OC)c(OC)c3)n2)c1,i,i,-5,i,i,i,i,i,i,i,i
CCOc1ccc(C(c2nnnn2C(C)(C)C)N2CCN(C(=O)c3ccco3)CC2)cc1 (stereo not drawn),i,i,-8,i,i,i,i,i,i,i,i
Cc1ccsc1C1Nc2ccccc2-c2nc3ccccc3n21 (stereo not drawn),i,i,-2,i,i,i,i,i,i,i,i
N/C(=N\OC(=O)Nc1cccc(C(F)(F)F)c1)c1ccno1,i,i,-8,i,i,i,i,i,i,i,i
O=C1C2ON(c3ccccc3)C(c3ccccc3F)C2C(=O)N1c1ccccc1 (stereo not drawn),i,i,-6,i,i,i,i,i,i,i,i
COc1ccc(OC)c(NC(=O)CNC(=O)c2cccs2)c1,i,i,-5,i,i,i,i,i,i,i,i
O=C(N/N=C\c1cccs1)c1ccccc1-n1cccc1,i,i,-5,i,i,i,i,i,i,i,i
O=C(O)/C=C\c1cccc(-n2cnnn2)c1,i,i,-7,i,i,i,i,i,i,i,i
CCc1nccn1CCC(=O)N1CCCC(N2CCN(c3ccccc3C)CC2)C1 (stereo not drawn),i,i,-3,i,i,i,i,i,i,i,i
c1ccc2c(c1)[nH]c1nc(SCCN3CCOCC3)nnc12,i,i,-5,i,i,i,i,i,i,i,i
Cc1ccc(C(=O)N2CCN(C)CC2)cc1[N+](=O)[O-],i,i,-17,i,i,i,i,i,i,i,i
O=C(NCCc1c[nH]c2ccccc12)OCCCCOC(=O)NCCc1c[nH]c2ccccc12,i,i,-12,i,i,i,i,i,i,i,i
Cn1c(=O)c(=O)n(C)c2cc([N+](=O)[O-])c([N+](=O)[O-])cc21,i,i,-9,i,i,i,i,i,i,i,i
Cc1nnc(SC(C)C(=O)Nc2ccc(Cl)cn2)n1Cc1ccccc1 (stereo not drawn),i,i,-5,i,i,i,i,i,i,i,i
CCOC(=O)Cc1csc(NC(=O)CSc2nnc(-c3ccc(OC)cc3)n2C)n1,i,i,-11,i,i,i,i,i,i,i,i
CC(=O)Nc1ccc(-c2nc3c(C)cccc3[nH]2)cc1,i,i,-14,i,i,i,i,i,i,i,i
COC(=O)c1cc(OC)c(OC)cc1NC(=S)Nc1cccc(Cl)c1,i,i,-6,i,i,i,i,i,i,7*,i
O=c1cc(N2CCN(c3ccccc3)CC2)[nH]c(=O)n1Cc1ccc(F)cc1,i,i,-10,i,i,i,i,i,i,i,i
COC(=O)c1cn(NC(=O)c2cnccn2)c(=O)c2ccccc12,i,i,2,i,i,i,i,i,i,i,i
CCOC(=O)Cc1nn(C(C)C)c(=O)c2ccccc12,i,i,-21,i,i,i,i,i,i,i,i
CCOC(=O)c1cnc2cc(-c3ccc(Br)cc3)nn2c1C,i,i,-6,i,i,i,i,i,i,i,i
CCOC(=O)CC(=O)COc1nc2cc3c(nc2o1)CCCC3,i,i,-10,i,i,i,i,i,i,i,i
CCc1ccc2nc(SCC(=O)N3CC(=O)Nc4ccccc43)c(C#N)cc2c1,i,i,-6,i,i,i,i,i,i,i,i
NS(=O)(=O)c1ccc(CNS(=O)(=O)Cc2ccc(Cl)cc2)cc1,i,i,-5,i,i,i,i,i,i,i,i
O=c1[nH]c2cc3c(cc2cc1CN(Cc1cccnc1)C(=S)NCc1ccco1)OCCO3,i,i,-33,i,i,i,i,i,i,i,i
COc1cccc(/C=N/NC(=O)c2cccc([N+](=O)[O-])c2)c1OS(=O)(=O)c1ccc(C)cc1,i,i,-17,i,i,i,i,i,i,i,i
O=C(C1=C[C@@H]2[C@H]3C(=O)N(c4ccccc4Cl)C(=O)[C@H]3[C@@H](C(=O)c3ccc(Cl)cc3)N2C=C1)c1ccccc1,i,.,-10,i,i,i,.,i,i,i,i
CCCCNC(=O)/C(=C/c1ccccc1)NC(C)=O,i,i,-4,i,i,i,i,i,i,i,i
Fc1cccc(Cl)c1CSc1nnc(CNc2ccccc2)o1,i,i,-6,i,i,i,i,i,i,i,i
O=C(NCc1ccc(Cl)cc1)C(=O)Nc1nccs1,i,i,-8,i,i,i,i,i,i,i,i
CC(C)Sc1nsc2nc(=O)c(/C=C3\C=Nc4ccccc43)c(N)n12,i,i,-6,i,i,i,i,i,i,i,i
COc1ccc(OC)c(NC(=O)c2cc3sccc3n2C)c1,i,i,-9,i,i,i,i,i,i,i,i
CCOc1cccc(-c2c(C(=O)N/N=C/c3ccco3)nnn2-c2nonc2N)c1,i,i,-9,i,i,i,i,i,i,i,i
CCCCC1S/C(=N/N=C/c2cccs2)NC1=O (stereo not drawn),i,i,-3,i,i,6.3*,i,i,i,i,i
COC(=O)c1ccc(CNC(=O)CNC(=O)c2sc3ccccc3c2Cl)cc1,i,i,-6,i,i,i,i,i,i,i,i
Cc1csc(N(C(=O)c2cccc(S(=O)(=O)N3CCCC3)c2)c2ccccc2)n1,i,i,-6,i,i,i,i,i,i,i,i
COc1ccc(NC(=O)CSC2=C(C#N)C(c3ccco3)C3=C(CCCC3=O)N2)c(OC)c1 (stereo not drawn),i,i,-2,i,i,i,i,i,i,i,i
Cc1ccc(S(=O)(=O)CC(=O)NC(C)c2ccccc2)cc1 (stereo not drawn),i,i,-3,i,i,i,i,i,i,i,i
COc1ccc(C(=O)COc2ccccc2C(N)=O)cc1,i,i,-8,i,i,i,i,i,i,i,i
